High-throughput results from PubChem.
GSK3A inh: blocks human GSK-3 alpha kinase | ADP-Glo luminescence, 60 min | inhibition, % at 10 µM | 320,000 tested, 0.1% active | AID 2650;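 in the data active means inhibition above about 50%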;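 further: GST-tagged GSK-3 alpha with peptide substrate and 25 µM ATP; 0% = DMSO neutral wells and 100% = GW8510 positive control wells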
Target sequence (P49840 whole entry, looked up): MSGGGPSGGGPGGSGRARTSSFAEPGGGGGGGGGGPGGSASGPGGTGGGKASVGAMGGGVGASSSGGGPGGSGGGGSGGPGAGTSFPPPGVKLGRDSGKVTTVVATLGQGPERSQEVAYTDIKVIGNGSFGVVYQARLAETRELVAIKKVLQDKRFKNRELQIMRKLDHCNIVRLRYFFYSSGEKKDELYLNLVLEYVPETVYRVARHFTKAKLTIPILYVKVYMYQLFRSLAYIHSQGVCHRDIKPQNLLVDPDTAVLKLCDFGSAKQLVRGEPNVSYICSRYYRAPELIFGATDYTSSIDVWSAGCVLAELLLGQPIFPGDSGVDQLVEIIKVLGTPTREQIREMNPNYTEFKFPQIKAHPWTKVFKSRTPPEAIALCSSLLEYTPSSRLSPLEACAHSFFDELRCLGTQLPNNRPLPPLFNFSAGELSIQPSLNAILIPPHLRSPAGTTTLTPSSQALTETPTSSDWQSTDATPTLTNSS
DYRK1A inh: inhibitors of rat Dyrk1A kinase; Q63470; inhibition, % at 12.5 µM; ADP-Glo luminescence, NFATc1 peptide; 310,000 tested, 0.43% active; in the data active means inhibition above about 50%;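 further: plate controls were vehicle with enzyme for no effect and no enzyme for full effect; many of its hits are not listed in these tables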
HDAC3 inhib: blocks human histone deacetylase 3. O15379. recombinant HDAC3, fluorogenic peptide/trypsin coupled, fluorescence. inhibition, % at 8.3 µM. 320,000 tested, 0.15% active; in the data active means inhibition above about 26%, passing the limit was not always enough
Target sequence (O15379 whole entry, looked up): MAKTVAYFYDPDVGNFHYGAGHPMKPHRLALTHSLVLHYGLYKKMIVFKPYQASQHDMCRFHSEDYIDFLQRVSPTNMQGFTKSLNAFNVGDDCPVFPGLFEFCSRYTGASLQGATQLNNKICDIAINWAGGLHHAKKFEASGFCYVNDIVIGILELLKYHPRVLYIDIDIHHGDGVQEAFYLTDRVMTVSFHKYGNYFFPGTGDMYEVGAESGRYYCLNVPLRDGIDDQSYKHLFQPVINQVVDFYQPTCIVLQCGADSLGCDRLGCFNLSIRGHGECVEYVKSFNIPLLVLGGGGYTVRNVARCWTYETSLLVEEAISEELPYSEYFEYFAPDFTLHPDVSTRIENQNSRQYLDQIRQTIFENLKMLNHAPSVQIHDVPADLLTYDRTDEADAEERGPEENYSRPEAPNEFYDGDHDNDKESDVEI
The depositor's hits bear a star. These rows are one share of the data (hit frequency here may not be typical).

DYRK1A inh	HDAC3 inhib	GSK3A inh	structure
9.5	0.0	-1.7	c1ccc(-c2cncnc2)nc1
14.1	-9.1	4.8	COc1ccc(OC)c(C2=CC(=O)C[C@H](c3ccc4c(c3)OCO4)C2)c1
1.7	2.5	-3.3	CC(Sc1ncccn1)C(=O)NC1CCCC1 (stereo unspecified)
0.8	-0.4	1.8	CCN(C(=O)COc1ncnc2ccccc12)C1CCCCC1
1.4	-4.7	-4.5	Cc1ccc(S(=O)(=O)N2CCCCC2)cc1NC(=O)c1ccccc1Cl
-2.7	-7.0	0.1	CC(=O)c1ccc(S(=O)(=O)N(C)CCCC(=O)N2CCN(c3ncccn3)CC2)cc1
-2.8	1.2	0.9	CCOC(=O)C1CCN(C(=O)COC(=O)c2ccccc2OCC)CC1
4.1	-1.5	-1.2	Cc1ccc(OCCC(=O)NNC(=O)c2ccc(Br)cc2)cc1
3.4	-5.3	0.8	CC(Sc1ccccc1F)C(=O)Nc1cccc(S(=O)(=O)N2CCOCC2)c1 (stereo unspecified)
-1.0	-2.6	4.7	CC(=O)c1ccc(OCC(=O)OCC(=O)NCc2ccco2)cc1
-1.5	14.3	-2.0	CON(C)C(=O)CC1(CN(Cc2ccccc2)C(=O)OC(C)(C)C)CCCCC1
-0.1	0.1	2.1	CCCCOc1ccc(C(=O)NCC(=O)N2CC(C)CC(C)C2)cc1 (stereo unspecified)
5.4	1.0	-20.7	Cc1ccccc1S(=O)(=O)N1CC(C(=O)O)=CC[C@H]1c1ccc(Cl)cc1
13.1	-5.6	-0.1	Cc1ccc(S(=O)(=O)NCc2ccccc2)cc1C(=O)N1CCN(c2ccccc2)CC1
6.8	-0.2	-0.3	O=C(Nc1cccc(S(=O)(=O)N2CCCCC2)c1)c1ccc(Cl)nc1
-4.0	1.1	0.4	O=C1CN(C(=O)CSc2nc3c(cnn3-c3ccccc3)c(=O)[nH]2)c2ccccc2N1
-0.2	-9.1	0.2	CN(C)CCCNC(=O)c1ccc(Cl)c(S(=O)(=O)N2CCCCCC2)c1
-2.0	1.1	1.4	CC(C)=CC(=O)Nc1cccc(S(=O)(=O)NC2=NCCCCC2)c1
-2.5	2.6	0.5	Cc1ccc(C(=O)NCC(=O)Nc2ccc3c(c2)CCC3)cc1
6.5	10.0	0.8	COc1ccc(C(C)=O)cc1CSc1ccc(S(=O)(=O)N2CCOCC2)cn1
2.3	2.9	11.7	Cc1ccccc1NC(=O)COC(=O)c1ccc(S(=O)(=O)N2CCCC2)cc1
-1.9	5.2	1.6	CSc1ncccc1C(=O)OCC(=O)c1ccc[nH]1
5.0	-4.7	-0.9	Fc1cccc(CCN2CCNC[C@@H]2c2ccccc2)c1
5.1	-2.4	0.6	OCC[C@H]1C[C@@H](O)[C@H](O)[C@]2(CCc3ccccc3O2)O1
4.0	1.1	5.2	CN(C)S(=O)(=O)c1ccc(C(=O)OCC(=O)NC(=O)NC2CCCC2)cc1
1.7	1.8	0.0	COc1ccc(NC(=O)c2oc3ccccc3c2CSC)cc1S(=O)(=O)N1CCOCC1
2.3	0.2	-1.9	COc1ccc(NC(=O)N(C)C[C@H]2Oc3ccc(NS(=O)(=O)c4cccs4)cc3C(=O)N([C@@H](C)CO)C[C@@H]2C)cc1
-6.8	-14.4	-1.5	O=c1oc(CCO)cc2ccc(-c3ccc4[nH]ccc4c3)cc12
-0.4	-2.4	1.5	O=C(CN1C(=O)C(=O)N(C2CCCC2)C1=O)NCCc1ccc(Cl)cc1Cl
-10.9	2.4	-4.3	COc1ccc(-c2sc3ccc(N4CCOCC4)cc3c2C#CC2(O)CCCCC2)cc1
3.6	9.9	-1.0	O=C(NCc1cccc(F)c1)c1cccc2c1C(=O)c1ccc(N3CCCC3)cc1S2(=O)=O
2.1	3.1	-3.1	O=C(NCC(=O)N1CCN(Cc2ccc3c(c2)OCO3)CC1)c1ccccc1F
2.1	-2.6	-2.8	Cc1ccc(NC(=O)c2nc[nH]c2C(=O)N2CCN(C(=O)OC(C)(C)C)CC2)cc1
4.7	2.1	-1.6	C[C@H](NCCc1ccc(O)cc1)[C@H](O)c1ccc(O)cc1
-1.1	1.7	10.3	O=C(COC(=O)/C=C/c1ccc([N+](=O)[O-])cc1)NC1CCCCC1
1.6	6.0	-1.5	CN(CCc1ccccc1)C(=O)c1cccc(NC(=O)Cc2ccc([N+](=O)[O-])cc2)c1
2.8	6.4	2.4	COc1ccc(-c2ccc3c(c2)S(=O)(=O)c2cccc(C(=O)NCc4cccc(OC(F)(F)F)c4)c2C3=O)cc1OC
1.6	1.4	-3.8	CCCc1cc(=O)[nH]c(SCC(=O)NC2CC2)n1
-2.3	3.4	-4.6	O=C(Nc1cccc(S(=O)(=O)N2CCCC2)c1)c1ccc(Cl)nc1
3.4	-1.8	-1.3	CCOC(=O)[C@H]1[C@H]2COc3ccc(Cl)cc3[C@@H]2N2C(=O)CN(Cc3ccco3)C(=O)[C@@]12C

Ordered by count of non-hydrogen atoms (smallest number first): twelve of the compounds above.
DYRK1A inh	HDAC3 inhib	GSK3A inh	structure
1.6	1.4	-3.8	CCCc1cc(=O)[nH]c(SCC(=O)NC2CC2)n1
-1.9	5.2	1.6	CSc1ncccc1C(=O)OCC(=O)c1ccc[nH]1
5.1	-2.4	0.6	OCC[C@H]1C[C@@H](O)[C@H](O)[C@]2(CCc3ccccc3O2)O1
5.0	-4.7	-0.9	Fc1cccc(CCN2CCNC[C@@H]2c2ccccc2)c1
-6.8	-14.4	-1.5	O=c1oc(CCO)cc2ccc(-c3ccc4[nH]ccc4c3)cc12
-2.3	3.4	-4.6	O=C(Nc1cccc(S(=O)(=O)N2CCCC2)c1)c1ccc(Cl)nc1
-0.4	-2.4	1.5	O=C(CN1C(=O)C(=O)N(C2CCCC2)C1=O)NCCc1ccc(Cl)cc1Cl
2.1	3.1	-3.1	O=C(NCC(=O)N1CCN(Cc2ccc3c(c2)OCO3)CC1)c1ccccc1F
2.1	-2.6	-2.8	Cc1ccc(NC(=O)c2nc[nH]c2C(=O)N2CCN(C(=O)OC(C)(C)C)CC2)cc1
-10.9	2.4	-4.3	COc1ccc(-c2sc3ccc(N4CCOCC4)cc3c2C#CC2(O)CCCCC2)cc1
3.6	9.9	-1.0	O=C(NCc1cccc(F)c1)c1cccc2c1C(=O)c1ccc(N3CCCC3)cc1S2(=O)=O
2.3	0.2	-1.9	COc1ccc(NC(=O)N(C)C[C@H]2Oc3ccc(NS(=O)(=O)c4cccs4)cc3C(=O)N([C@@H](C)CO)C[C@@H]2C)cc1

Next compounds.
DYRK1A inh	HDAC3 inhib	GSK3A inh	structure
0.7	1.8	-0.7	CCCc1cc(=O)[nH]c(SCC(=O)Nc2ccc(C(=O)Nc3ccccc3OC)cc2)n1
4.6	1.8	-5.4	CCN(CC(=O)Nc1ccc2c(c1)OCCO2)C(=O)c1ccc([N+](=O)[O-])s1
7.1	4.4	-2.0	C[C@H](CO)N1C[C@H](C)[C@@H](CN(C)Cc2ccc(Cl)c(Cl)c2)Oc2ccc(NC(=O)Cn3cnnn3)cc2C1=O
9.6	-6.1	-3.3	O=C1C=C(c2ccc(OC(F)(F)F)cc2)C[C@@H](c2ccc(Cl)cc2)C1
-2.4	0.8	2.5	O=C(OCC(=O)N1CCc2ccccc21)c1ccc([N+](=O)[O-])o1
-0.6	2.6	-2.5	Cc1ccccc1-n1ccnc1SCC(=O)Nc1cccc(S(=O)(=O)NC2=NCCC2)c1
-0.4	0.7	1.1	CNC(=O)c1ccc(NC(=O)c2cc(S(=O)(=O)N3CCOCC3)ccc2N2CCCC2)cc1
3.1	-5.9	-2.5	CCC1(CC)NC(=O)N(CC(=O)OCC(=O)Nc2ccccc2OC(F)F)C1=O
-1.6	-2.4	-0.7	Cc1ccc(NC(=O)CN(C)C(=O)COC(=O)[C@@H](NC(=O)c2ccccc2F)C(C)C)cc1
10.2	-1.1	-0.8	Cc1ccc(N2CC(C(=O)NNC(=O)c3ccc(F)cc3)CC2=O)cc1 (stereo unspecified)
0.8	-0.2	-1.2	CCN(C(=O)COC(=O)CCCOc1ccccc1)c1c(N)n(Cc2ccccc2)c(=O)[nH]c1=O
-2.5	0.1	-2.8	CC(=O)c1cc2c(cc1NC(=O)Cn1cnc3ccccc3c1=O)OCO2
-0.4	5.8	2.9	CCCCC/C=C\C/C=C\C/C=C\CCCCC(=O)O
-5.8	-6.3	-2.2	COc1ccc(Br)cc1CN(C)C(=O)C1CC(=O)N(C2CCCC2)C1 (stereo unspecified)
1.5	-0.8	-3.4	CCCCCCSc1ccc([C@@H]2[C@@H]3C(=O)N(C)C(=O)[C@@H]3[C@]3(C(=O)OC)CCCCN23)cc1
3.2	2.6	0.0	Cc1ccc(NC(=O)CN(C)C(=O)COC(=O)c2oc3ccccc3c2C)cc1
-0.6	-0.5	2.8	COC(C[C@@H]1O[C@@H]1[C@H](O)COCc1ccccc1)OC
-5.6	6.0	2.8	Cc1ccc(S(=O)(=O)N2CCN(C(=O)CCC(=O)Nc3ccc(F)cc3F)CC2)cc1
3.5	-3.4	-0.8	CCOC(=O)[C@@H]1[C@H]2COc3ccccc3[C@@H]2N2C(=O)N(c3ccc(C)cc3)C(=O)[C@@]12C
-1.3	3.9	-1.6	C[C@@]12C(=O)Nc3ccccc3C(=O)N1[C@H]1c3cc(Cl)ccc3OC[C@@H]1[C@@H]2c1ccccc1
5.5	0.1	-0.9	CSc1ccccc1NC(=O)c1ccc(N2CCCC2=O)cc1
-4.0	-1.7	-0.4	Cc1noc(C)c1-c1ccc2ncnc(NCC3CCCCN3C)c2c1 (stereo unspecified)
-2.8	-0.9	-4.7	Cc1cc(C)n2nc(SCC(=O)N3CCN(c4ccc(F)cc4)CC3)nc2n1
12.0	7.4	-1.5	CN(C(=O)CSc1ncnc2ccccc12)C1CCS(=O)(=O)C1 (stereo unspecified)
1.4	-5.8	-3.4	CCN(CC)C(=O)c1[nH]cnc1C(=O)Nc1ccc(C)cc1
-4.4	-0.1	-2.1	N#Cc1ccc(OCC(=O)OCC(=O)c2ccccc2)cc1
-4.7	1.9	2.1	O=C(NCCc1ccccc1)c1cccc2c1C(=O)c1ccc(N3CCOCC3)cc1S2(=O)=O
-5.3	-2.1	-0.9	Cc1ccc(S(=O)(=O)N2CCOCC2)cc1C(=O)N1CCc2ccccc21
4.4	28.5*	-3.1	C=CC[C@H](CC(=O)N(CCO)Cc1ccccc1)C(=O)NC[C@H](OC(=O)[C@@H](CC=C)Cc1ccc(F)cc1)c1ccccc1
-1.6	-0.6	1.3	COc1ccccc1NS(=O)(=O)c1cc(NC(=O)c2cccnc2)ccc1N1CCCCC1
-2.2	0.5	0.3	C[C@H](CO)N1C[C@H](C)[C@@H](CN(C)C(=O)Nc2ccccc2)Oc2ccc(NS(=O)(=O)c3ccccc3)cc2C1=O
2.1	2.0	0.9	O=C(COC(=O)Cc1ccc(Br)cc1)NC1CC1
11.9	-0.9	-2.1	COc1ccc(S(=O)(=O)N(C)C[C@H]2Oc3c(NC(=O)Cc4ccccc4)cccc3C(=O)N([C@H](C)CO)C[C@@H]2C)cc1
9.4	7.1	-1.2	CSc1ccc(C2=CC(=O)C[C@H](c3ccc(Cl)cc3)C2)cc1
-10.4	7.0	-2.6	O=C1C=C(/C=C/c2ccccc2)C[C@@H](c2ccc(F)cc2)C1
-1.1	-15.5	-2.1	CCN(C(=O)CSc1nnnn1-c1ccc(Cl)cc1)C1CCS(=O)(=O)C1 (stereo unspecified)
-3.5	4.8	-1.0	CN(CC(=O)Nc1ccccc1Br)CC(=O)Nc1ccccc1-c1ccccc1
8.5	-1.0	6.8	Cc1ccc(C(=O)OC(C)C(=O)Nc2ccc(Cl)cn2)s1 (stereo unspecified)
0.1	8.7	4.3	Cc1nc(-c2ccc(F)cc2)c(CC(=O)NCC(=O)Nc2ccc(F)c(F)c2)s1
-0.4	-1.7	-1.0	O=C(COC(=O)c1ccc(Cl)c(S(=O)(=O)NCc2ccccc2)c1)NC1CC1
-1.5	0.3	-1.3	CN(C)S(=O)(=O)n1cnc(C(CCO)c2ncn(S(=O)(=O)N(C)C)c2CCCO)c1 (stereo unspecified)
7.3	-7.6	4.4	CCN(CC)C(=O)c1[nH]cnc1C(=O)NC1CCN(C(=O)OC(C)(C)C)CC1
-1.0	5.8	0.0	CCN(CC(=O)NCc1cccs1)CC(=O)Nc1ccc(C(N)=O)cc1
0.1	1.5	-1.0	N#Cc1ccccc1S(=O)(=O)N1CCN(C(=O)CN2CCCSc3ccccc32)CC1
12.6	4.3	-1.4	O=C(COC(=O)c1cccc(O)c1)Nc1ccc(N2CCOCC2)cc1
-11.5	0.8	0.7	CCN1C(=NCC2CC2)N[C@@H](c2ccccc2)C(C(=O)OC)=C1C
2.1	0.7	-34.4	CCN(c1ccccc1)S(=O)(=O)c1ccc(Oc2ccccc2C(C)=O)nc1
4.5	10.4	-0.6	CCCSc1ccc([C@@H]2[C@@H]3C(=O)N(CC)C(=O)[C@@H]3[C@]3(C(=O)OC)CCCCN23)cc1OC
-4.3	2.5	-6.5	NS(=O)(=O)c1ccc(NC(=O)COC(=O)CN2C(=O)C3CC=CCC3C2=O)cc1 (stereo unspecified)
7.5	-1.0	-0.7	CCCCN1CC(=O)N2[C@H]3c4cc(Cl)ccc4OC[C@@H]3[C@H](C(=O)OCC)[C@]2(C)C1=O
10.6	8.4	-2.9	CCCOc1cc(NCc2ccccc2)c2ncn(C(C)C)c2c1
0.5	-6.2	1.1	N#Cc1ccccc1S(=O)(=O)N1CCN(C(=O)CN2CCCC2c2cccs2)CC1 (stereo unspecified)
7.1	2.0	7.4	CC(=O)c1ccc(S(=O)(=O)N2CCC(C(=O)Nc3ncc(C)s3)CC2)cc1
4.5	1.5	-1.6	CCCCn1c(SCC(=O)Nc2ccc3c(c2)OCCO3)nnc1C(CC)N(C)C (stereo unspecified)
3.0	-0.4	-1.5	COc1ccc(C(C)(C)C)cc1NC(=O)CCc1c(C)noc1C
